# IDH1 R132H inh = qHTS for Inhibitors of mutant isocitrate dehydrogenase 1 (IDH1): qHTS; 0.093% of 390,000 active; Isocitrate dehydrogenase [NADP] cytoplasmic (Homo sapiens), O75874; Potency, µM (highest dose often 76.6 µM), for inactives: at the highest dose activity change, negative = inhibition, hits mostly inhibitors; IDH1-R132H enzyme, NADPH consumption, diaphorase/resazurin fluorescence; note: % is set by controls: 0 for no effect and ±100 for the full control effect; nearly all actives have a fitted effect of over 65% in size
#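 IDH1-R132H (0.5 ug/mL dispensed) in pH 7.5 Tris buffer was preincubated 30 min with compound, then given a substrate mix of 0.016 mM NADPH and 2 mM alpha-KG for 80 min at room temperature; remaining NADPH was read by diaphorase/resazurin fluorescence.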
# Vif-APOBEC3G blk = qHTS for Inhibitors of Vif-A3G Interactions: qHTS | DNA dC->dU-editing enzyme APOBEC-3G (Homo sapiens), Q9HC16 | HeLa A3G-eYFP + Vif (tagged APOBEC3G with the HIV-1 protein that degrades it), YFP fluorescence, overnight | Potency, µM (doses to about 46.1 µM), inactives show at the top dose activity, negative = active, most hits filed as inhibitors | 0.076% of 410,000 active | AID 602310, 2012;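 note: % is set by controls: 0 for no effect and ±100 for the full control effect; nearly all actives have a fitted effect of over 60% in size; hits raise eYFP signal because A3G escapes Vif-driven loss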
#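 HeLa cells stably expressing Vif and C-terminally eYFP-tagged A3G, seeded overnight at 37 deg C, then exposed to compound by pintool overnight at 37 deg C. Rise in yellow fluorescence (Ex 488/Em 500-530, Acumen) marks blocked Vif-driven A3G degradation.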
# RXFP1 ag = qHTS Assay for Agonists of the Relaxin Receptor RXFP1; HEK293T-RXFP1 cAMP TR-FRET, 30 min; response scale: percent of porcine relaxin response, buffer zero; Potency, µM (series often up to 57.5 µM), without a hit: top-dose activation, hits mostly activators; 0.3% of 370,000 active; AID 2676, 2010; note: % is set by controls: 0 for no effect and ±100 for the full control effect; nearly all actives have a fitted effect of over 60% in size; many of its hits are not listed in these tables
#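 HEK293 cells stably expressing RXFP1, treated 30 min at 37C with compounds plus PDE4 inhibitor Ro 20174; cAMP measured by HTRF TR-FRET. Normalized to buffer and 29 nM porcine relaxin; EC50 by Hill fit.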
# TrxR1 substrate = qHTS Assay for Substrates of Mammalian Selenoprotein Thioredoxin Reductase 1 (TrxR1): qHTS; Thioredoxin reductase 1, cytoplasmic (Rattus norvegicus), O89049; purified TrxR1 substrate turnover, NADPH consumption readout; Potency, µM (series often up to 114 µM), for the others: top-dose activity change, negative = substrate turnover; 0.01% of 390,000 active; AID 588456, 2011; note: % is set by controls: 0 for no effect and ±100 for the full control effect; nearly all actives have a fitted effect of over 50% in size
#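 Rat TrxR1, dispensed at 90 nM, was prereduced with 400 uM NADPH (final) for 5 min at ~22 deg C, then incubated with compound 15 min before 400 uM selenite. A first-read NADPH fluorescence drop versus no-compound background flagged substrates.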
# rTrxR1 inhibitor = qHTS Assay for Inhibitors of Mammalian Selenoprotein Thioredoxin Reductase 1 (TrxR1): qHTS; recombinant rTrxR1, NADPH fluorescence consumption, selenite substrate; 1% of 390,000 active; Potency, µM (doses to about 114 µM), for the others: at the highest dose activity change, negative = inhibition, hits mostly inhibitors; Thioredoxin reductase 1, cytoplasmic (Rattus norvegicus), O89049; note: % is set by controls: 0 for no effect and ±100 for the full control effect; nearly all actives have a fitted effect of over 65% in size
#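 Rat TrxR1 (90 nM in the dispensed reagent) was pre-reduced with 400 uM NADPH for 5 min at room temperature, then incubated with compound for 15 min. After 400 uM selenite was added, NADPH fluorescence (Ex 340/Em 450 nm) was followed for 8 min.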
# RGS4 inh = Inhibitors of Regulator of G Protein Signaling (RGS) 4: qHTS. Regulator of G-protein signaling 4 (Homo sapiens), P49798. Transcreener GDP fluorescence polarization, RGS4-accelerated GTP hydrolysis. Potency, µM (top dose mostly 114 µM), without a hit: top-dose activity change, negative = inhibition, most hits filed as inhibitors. 0.039% of 390,000 active. AID 504845, 2011; note: % is set by controls: 0 for no effect and ±100 for the full control effect; nearly all actives have a fitted effect of over 75% in size; some results filed as inactive show a strong effect at the top dose
# Target sequence (P49798 whole entry, looked up): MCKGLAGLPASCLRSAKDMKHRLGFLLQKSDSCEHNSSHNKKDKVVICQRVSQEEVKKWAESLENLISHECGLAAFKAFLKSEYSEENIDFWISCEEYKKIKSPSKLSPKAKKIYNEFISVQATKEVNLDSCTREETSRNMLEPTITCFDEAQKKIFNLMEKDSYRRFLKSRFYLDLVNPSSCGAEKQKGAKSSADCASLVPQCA
#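 MLSMR compounds (23 nl, pin-transferred) preincubated 10 min at room temperature with a 500nM (2x) first reagent, then RGS4 at 900nM (2x) plus Transcreener GDP mix added; fluorescence polarization (620/688 nm) read before and after 90 min at 30 °C.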
# Vif-APOBEC3F blk = qHTS for Inhibitors of Vif-A3F Interactions: qHTS; HeLa A3F-eYFP + Vif (tagged APOBEC3F with the HIV-1 protein that degrades it), YFP fluorescence increase; Potency, µM (top dose mostly 46.1 µM), for inactives: at the highest dose activity, negative = active; 0.2% of 390,000 active; note: % of control where 0% means no effect; nearly all actives have a fitted effect of over 65% in size
#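 Fluorescence increase (Ex 488/Em 500-530) after overnight compound treatment at 37 deg C flags inhibition of Vif-driven A3F-eYFP loss in stable HeLa A3F-eYFP/Vif cells seeded overnight beforehand.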
# USP1 inh = Inhibitors of USP1/UAF1: Primary Screen; 0.23% of 390,000 active; Potency, µM (series often up to 57.1 µM), for the others: at the highest dose activity change, negative = inhibition, hits mostly inhibitors; recombinant USP1/UAF1, Ub-Rhodamine cleavage fluorescence; AID 743255, 2014; Ubiquitin carboxyl-terminal hydrolase 1 (Homo sapiens), O94782; note: % is set by controls: 0 for no effect and ±100 for the full control effect; nearly all actives have a fitted effect of over 60% in size; inactives centre near -12
#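 Step one: compound is pinned into 1nM USP1/UAF1 in HEPES pH 7.8 buffer with TCEP. Step two: 15 min room-temperature incubation. Step three: Ub-Rho (150nM final) starts cleavage, tracked by fluorescence over six one-minute reads.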
# ALOX12 inh = Primary qHTS assay for inhibitors of human arachidonate 12S-lipoxygenase (ALOX12): Round 2; Polyunsaturated fatty acid lipoxygenase ALOX12 (Homo sapiens), P18054; purified 12hLO, xylenol orange hydroperoxide absorbance; Potency, µM (doses to about 108 µM), for inactives: top-dose activity change, negative = inhibition, usual class: inhibitors; 1.1% of 580,000 active; AID 1671190, 2021; note: % is set by controls: 0 for no effect and ±100 for the full control effect
# Target sequence (P18054 whole entry, looked up): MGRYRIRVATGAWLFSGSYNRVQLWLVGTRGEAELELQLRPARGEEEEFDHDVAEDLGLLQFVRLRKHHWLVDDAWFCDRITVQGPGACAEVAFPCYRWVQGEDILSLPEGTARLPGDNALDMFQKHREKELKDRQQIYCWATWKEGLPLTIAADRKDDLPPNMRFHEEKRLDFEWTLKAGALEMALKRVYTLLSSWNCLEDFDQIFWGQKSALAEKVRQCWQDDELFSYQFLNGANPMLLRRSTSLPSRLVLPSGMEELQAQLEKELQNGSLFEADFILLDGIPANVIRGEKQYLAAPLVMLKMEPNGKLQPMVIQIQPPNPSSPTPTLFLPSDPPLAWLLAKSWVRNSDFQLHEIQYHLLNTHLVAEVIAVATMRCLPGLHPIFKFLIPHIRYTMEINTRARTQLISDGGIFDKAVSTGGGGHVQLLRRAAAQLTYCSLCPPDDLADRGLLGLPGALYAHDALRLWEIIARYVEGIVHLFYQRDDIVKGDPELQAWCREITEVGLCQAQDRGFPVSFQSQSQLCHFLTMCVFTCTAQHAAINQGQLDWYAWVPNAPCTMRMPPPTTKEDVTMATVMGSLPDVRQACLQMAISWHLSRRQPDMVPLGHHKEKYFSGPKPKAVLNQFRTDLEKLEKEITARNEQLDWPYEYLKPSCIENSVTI
#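 Hydroperoxide product was detected by ferrous iron/xylenol orange as the 573 to 405 nm absorbance ratio. Arachidonic acid at 40 uM (final) was turned over for 30 min at room temperature by 150 nM human 12hLO, pH 7.0 Hepes buffer, after 15 min compound preincubation.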
# Numbers without * were called inactive; ? = inconclusive; / = no result given; [ ] = another dose, or the depositor's remark. Calls come from the whole dose curve; as a rule, active = well fitted curve in the direction sought with a large enough effect; inconclusive = small, poorly fitted or top-dose-only effect, or another doubt; inactive = no such curve, though single readings can be large; an effect the other way counts as inactive or inconclusive. Potency is the fitted concentration of half-maximal effect. Only part of the results is shown (hit frequency here may not be typical).
SMILES,IDH1 R132H inh,Vif-APOBEC3G blk,RXFP1 ag,TrxR1 substrate,rTrxR1 inhibitor,RGS4 inh,Vif-APOBEC3F blk,USP1 inh,ALOX12 inh
Nc1ccc2nc(CCCCCCc3nc4ccc(N)cc4[nH]3)[nH]c2c1,-5.5%,0.6%,-5.1%,2.5%,20.0%,?,3.8%,-5.8%,28.6%
Cc1cccc(C)c1NS(=O)(=O)c1cc2c3c(c1)CCN3C(=O)CC2,-1.3%,-1.9%,0.1%,1.9%,11.9%,3.5%,-1.6%,-11.5%,3.6%
Cc1cc(C)cc(OCC(=O)OC(C)C(=O)Nc2ccc(Cl)cn2)c1 (stereo not given),-3.7%,0.3%,0.7%,-3.6%[57.1 µM],5.0%[57.1 µM],9.4%,1.4%,-15.9%,-28.4%
CN(C(=O)c1ccncc1)C1CCCCC1,-8.1%,-3.6%,1.0%,-1.7%,3.1%,-9.9%,-5.5%,-15.6%,7.8%
C=CCn1cnc2c(nnn2-c2cc(C)cc(C)c2)c1=O,8.0%,-1.5%,2.5%,-5.3%,-6.1%,-0.2%,-3.7%,-8.7%,-7.2%
O=C(CO/N=C/c1ccccc1OC(F)F)NCc1ccco1,9.9%,-10.6%,0.2%,5.5%,6.6%,7.1%,10.2%,-7.8%,3.2%
O=C(Nc1nnc(-c2ccccc2)o1)Nc1ccc(F)cc1F,11.0%,0.2%,0.3%,17.9%,-1.2%[57.1 µM],29.8%,2.0%,-9.4%,12.4%
Cc1c(C(=O)N2CCCCC2)c(S(=O)(=O)Nc2cccc(Br)c2)c(C)n1C,7.3%,3.1%,0.7%,-0.3%,6.5%,-3.7%[11.4 µM],1.3%,-11.0%,12.8%
COc1ccc(-c2cc3nc(-c4ccccc4)cc(C(F)(F)F)n3n2)cc1,-4.2%,-2.1%,2.2%,10.6%,4.5%,-6.1%,-4.1%,-1.5%,?
COc1ccc2c(c1)c1c(c(=O)n(Cc3ccccc3)c(=O)n1Cc1ccc(C)cc1)n2C,20.3%,0.5%,0.8%,3.4%,4.7%,32.3%,-1.1%,-5.9%,-5.5%
O=S(=O)(Nc1ccccn1)c1cccs1,6.2%,-1.2%,-2.6%,13.1%[57.1 µM],34.0%[activator][57.1 µM],1.8%,2.7%,0.9%,7.8%
C=CCN(CC(=O)NC1CCCC1)C(=O)C(=O)Nc1ccc2c(c1)OCCO2,-3.7%,6.9%,0.1%,1.9%,15.1%,14.0%,-13.2%,-8.5%,-0.9%
CC(C)CN(Cc1cc2ccccc2[nH]c1=O)C(=O)c1cccnc1,6.0%,2.6%,-0.4%,7.4%[57.1 µM],-10.1%[57.1 µM],12.6%,-5.9%,-4.6%,-15.3%
CCC(CC)c1nnc(NC(=O)CCc2ccc(OC)cc2)s1,3.2%,-2.8%,-4.1%,-1.6%[57.1 µM],-2.2%[57.1 µM],15.9%,0.8%,-6.9%,3.2%
C[C@@H]1CN([C@H](C)CO)C(=O)c2cc(NC(=O)Nc3ccc(F)cc3)ccc2O[C@@H](C)CCCCO[C@H]1CN(C)S(=O)(=O)c1cccs1,3.0%,-4.5%,/,/,/,/,3.3%,-31.1%,?
C=CCn1c(SCC(=O)NC2CCCCC2)nnc1C(C)NC(=O)c1cccs1 (stereo not given),11.9%,2.5%,2.1%,10.0%,11.4%,-13.8%,-6.7%,-17.0%,-23.4%
COc1ccc(CCn2nnnc2C(CC(C)C)N2CCN(c3ncccn3)CC2)cc1OC (stereo not given),-0.7%,-3.6%,-0.3%,11.7%[57.1 µM],7.0%[57.1 µM],-8.7%,-5.0%,-15.4%,13.7%
COc1ccc(NC(=O)CCC(=O)N(Cc2ccc(OC)c(OC)c2)c2nccs2)c(OC)c1,9.7%,-0.5%,0.2%,-16.7%[11.4 µM],30.2%[11.4 µM],-21.7%,18.5%,-3.7%,-4.8%
Cc1cccc2cc(CN(Cc3nnnn3Cc3ccccc3)C3CCCC3)c(=O)[nH]c12,1.8%,-1.6%,3.9%,8.5%,-6.2%,-0.5%,0.2%,-3.0%,-25.1%
O=C(CSc1nnc(Cc2cccs2)n1Cc1ccco1)Nc1cc(Cl)cc(Cl)c1,5.2%,1.8%,0.1%,-1.7%,?,?,-0.1%,-23.0%,?
CCOc1ccc(NC(=O)N(C2CCCC2)C2CCN(C(C)=O)CC2)cc1,-7.6%,0.4%,2.4%,7.4%[57.1 µM],-0.4%[57.1 µM],12.0%,-19.8%,3.3%,9.2%
COc1ccc(CN2CCN(C(=O)c3ccco3)CC2)cc1OC,2.3%,-1.2%,0.6%,6.7%[57.1 µM],12.0%[57.1 µM],?,9.7%,-4.0%,?
Cc1sc2ncnc(SCC(=O)NNC(=O)COc3cccc4ccccc34)c2c1C,-0.3%,-4.1%,3.6%,8.6%,11.5%,-13.0%,-10.8%,-13.2%,-1.1%
Cc1cccc(NC2=NC(=S)N(c3cccc(C(=O)O)c3)C23CCCCC3)c1,-3.3%,0.4%,-0.1%,-0.6%,6.4%,-39.3%,2.4%,-17.5%,-25.3%
CCCN(CCO)C1CCN(CCc2ccccc2)CC1,3.5%,-1.4%,2.5%,2.5%,-19.4%,13.2%,0.6%,-10.9%,38.7%[activator]
SMILES,IDH1 R132H inh,Vif-APOBEC3G blk,RXFP1 ag,TrxR1 substrate,rTrxR1 inhibitor,RGS4 inh,Vif-APOBEC3F blk,USP1 inh,ALOX12 inh
O=C(COC(=O)CSc1ccc(F)cc1)NCC1CCCCC1,9.9%,-0.2%,1.5%,0.1%,5.7%,-17.1%,-9.9%,-17.2%,6.3%
CCCn1nnnc1SCC(=O)NCc1ccc2c(c1)OCO2,1.3%,-0.9%,1.3%,-5.4%,-3.6%,10.2%,/,-5.3%,61.6%[activator]
CCC(=O)N1CCCc2cc(S(=O)(=O)N3CCN(c4ccccc4F)CC3)ccc21,0.6%,0.9%,0.2%,4.0%[57.1 µM],-0.2%[57.1 µM],-9.1%,0.2%,-4.8%,1.2%
CC(=O)N[C@H]1C(O)O[C@H](CO)[C@@H](O)[C@@H]1O (stereo not given in full),-1.9%,-5.4%,-0.9%,3.8%,4.8%,-3.6%,3.1%,-24.5%,6.9%
CC(C)(C)C(=O)Oc1cccc(Nc2ncnc3ccccc23)c1,-3.3%,-5.2%,-1.2%,-0.3%,21.5%,10.2%,-28.0%,-30.9%,0.0%
CC(=O)Oc1ccc(-c2csc(Nc3cccnc3)n2)cc1,0.0%,0.3%,-2.1%,5.7%[57.1 µM],-10.3%[57.1 µM],8.4%[11.4 µM],5.7%,-1.7%,?
COc1ccc(CCNS(=O)(=O)c2cc3c4c(c2)C(C)C(=O)N4CCC3)cc1OC (stereo not given),-5.5%,0.6%,-0.6%,-3.4%,1.5%,23.0%,3.3%,-18.4%,-3.7%
COc1cc2c(cc1NC(=O)c1cccnc1)CCCC2,5.9%,2.1%,1.8%,-3.4%,1.2%,34.3%,-0.3%,-12.9%,0.0%
COc1cccc(CN2CCNC(=O)C2CC(=O)NC2CCOCC2)c1OC (stereo not given),5.3%,0.4%,2.1%,-0.7%,18.6%,-5.2%,6.7%,-25.2%,13.8%
COC(=O)c1ccc(N2CCCCC2)c(NC(=O)c2ccco2)c1,4.6%,-0.9%,2.4%,2.6%[57.1 µM],9.3%[57.1 µM],9.5%,1.0%,-12.6%,10.5%
O=C(C[n+]1ccc(/C=N/O)cc1)NCc1ccccc1,6.7%,1.6%,-0.8%,-3.3%,26.9%,6.2%,8.3%,-16.0%,13.5%
COCc1nnc(NC(=O)c2cccs2)s1,-0.1%,0.6%,0.4%,-4.1%,-1.9%,-4.7%,-12.5%,-7.5%,-2.8%
COc1cccc(Cc2nc3ccccc3nc2SCC(=O)N2CCN(c3ccccc3)CC2)c1,-6.3%,-2.4%,14.5%,-5.5%[57.1 µM],-0.8%[57.1 µM],-5.5%,-7.4%,-24.3%,-16.4%
O=C1CCC/C1=C/Nc1ccc(Cl)cc1,12.4%,-0.8%,0.6%,-5.6%,4.9%,0.7%,-0.2%,-11.7%,-9.3%
O=C(NCC(=O)N(CCc1ccccc1)C(C(=O)NC1CCCC1)c1cccnc1)c1ccco1 (stereo not given),0.3%,2.3%,4.2%,-13.8%,-12.0%,14.1%,3.8%,2.8%,/

# Screening data: PubChem, National Center for Advancing Translational Sciences (NCATS)
